Compound activity (PubChem)
APEX1 inh: qHTS Assay for Inhibitors of the Human Apurinic/apyrimidinic Endonuclease 1 (APE1); recombinant APE1, TAMRA/BHQ-2 abasic DNA cleavage fluorescence; Potency, µM (top dose mostly 65.8 µM), inactives show top-dose activity change, negative = inhibition, hits mostly inhibitors; 0.35% of 350,000 active; AID 2517, 2012; DNA repair nuclease/redox regulator APEX1 (Homo sapiens), P27695;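 also: potency is read from the fitted curve at half-maximal effect; plate controls were vehicle for no effect and reference inhibitor for full effect; nearly all actives have a fitted effect of over 55% in size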
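APE1 at 0.75 nM final was preincubated with compound 15 min at room temperature, then 50 nM double-stranded THF abasic-site substrate (5'-TAMRA/3'-BHQ-2) was added. Fluorescence (ex 525/em 598 nm) was read kinetically; third-minus-first read gave activity.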
Apoferritin bind: qHTS Assay for Identification of Novel General Anesthetics | Ferritin light chain (Equus caballus), P02791 | apoferritin/1-aminoanthracene competitive binding, fluorescence | Potency, µM (series often up to 77.5 µM), inactives show at the highest dose activity change, negative = displacement, hits mostly inhibitors | 0.074% of 350,000 active | AID 485281, 2010; also: potency is read from the fitted curve at half-maximal effect; % is scaled to controls: 0 for no effect and ±100 for the full control effect; nearly all actives have a fitted effect of over 20% in size
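Read-out: endpoint 1-AMA fluorescence, excitation 380 nm and emission 535 nm, after compounds sit 10 min at room temperature with 10 uM horse-spleen apoferritin in 50% saturated 1-AMA/PBS. Values come from four-parameter Hill fits.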
POLB inh: qHTS Assay for Inhibitors of DNA Polymerase Beta; P06746; Pol beta primer extension/strand displacement, fluorescence kinetic; Potency, µM (highest dose often 114 µM), for inactives: at the top dose activity change, negative = inhibition, hits mostly inhibitors; 1.3% of 340,000 active; also: potency is read from the fitted curve at half-maximal effect; % is scaled to controls: 0 for no effect and ±100 for the full control effect
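Preincubation: enzyme (10 nM) with compound, 15 min, RT. Reaction: substrate added to 50 nM final. Reads: 0 and 10 min. Analysis: normalized, Hill fit.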
ERG-DNA inh: qHTS for Small Molecule Inhibitors of the ERG Ets/DNA interaction; 0.028% of 370,000 active; Transcriptional regulator ERG (Homo sapiens), P11308; Potency, µM (doses to about 76.9 µM), inactives show at the top dose FP activity, negative = inhibition, hits mostly inhibitors; fluorescence polarization, His-ERG Ets domain / labelled DNA; AID 624246, 2012; active = well fitted inhibition curve with a large enough effect in the polarisation, with a control signal flat; inconclusive = small, poorly fitted or top-dose-only effect, or effect the other way, or a change in a side signal; inactive = no such curve, though single readings can be large or run the other way; the % refers to the polarisation;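 also: polarization taken with two DNA probes labelled with fluorescein and Texas red; potency is read from the fitted curve at half-maximal effect; % of control where 0% means no effect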
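His-tagged ERG Ets domain (1 uM in the protein solution; 300mM KCl, 50mM Tris-HCl, 1mM EDTA, 1mM DTT, pH 7.5) received compound, then a probe mix of 5 nM fluorescein-DNA and 100nM Texas-615-DNA. Fluorescence polarization was read for both dyes.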
12-LOX inh: Primary qHTS assay for inhibitors of human arachidonate 12S-lipoxygenase (ALOX12): Round 2; Polyunsaturated fatty acid lipoxygenase ALOX12 (Homo sapiens), P18054; purified 12hLO, xylenol orange hydroperoxide absorbance; Potency, µM (highest dose often 108 µM), inactives show at the top dose activity change, negative = inhibition, hits mostly inhibitors; 1.1% of 580,000 active; AID 1671190, 2021; also: potency is read from the fitted curve at half-maximal effect; % is scaled to controls: 0 for no effect and ±100 for the full control effect
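Hydroperoxide product was detected by ferrous iron/xylenol orange as the 573 to 405 nm absorbance ratio. Arachidonic acid at 40 uM (final) was turned over for 30 min at room temperature by 150 nM human 12hLO, pH 7.0 Hepes buffer, after 15 min compound preincubation.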
TRHR agonist: qHTS for Small Molecule Agonists and Allosteric Enhancers of Human TRH Receptor: Primary Screen for Agonists | activation, % at 2 µM | AID 493084, 2011 | TRHR cells, calcium flux fluo-8, FDSS agonist mode | 0.18% of 360,000 active; in the data active = activation above about 30%; also: 0% is about no effect
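In this calcium-flux screen, cells bearing human TRHR are dye-loaded with fluo-8, baselined for 10 cycles, then exposed to library compounds; positive kinetic calcium responses during the agonist phase mark hits, with TRH as control.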
BLM inh: qHTS Assay for Inhibitors of Bloom's syndrome helicase (BLM). 0.2% of 350,000 active. RecQ-like DNA helicase BLM (Homo sapiens), P54132. Potency, µM (titrated, usually from 56.1 µM), for inactives: top-dose activity change, negative = inhibition, most hits filed as inhibitors. recombinant BLM DNA unwinding, fluorescence dequenching;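 also: potency is read from the fitted curve at half-maximal effect; plate controls were vehicle for no effect and no enzyme for full effect; nearly all actives have a fitted effect of over 35% in size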
Target sequence (P54132 whole entry, looked up): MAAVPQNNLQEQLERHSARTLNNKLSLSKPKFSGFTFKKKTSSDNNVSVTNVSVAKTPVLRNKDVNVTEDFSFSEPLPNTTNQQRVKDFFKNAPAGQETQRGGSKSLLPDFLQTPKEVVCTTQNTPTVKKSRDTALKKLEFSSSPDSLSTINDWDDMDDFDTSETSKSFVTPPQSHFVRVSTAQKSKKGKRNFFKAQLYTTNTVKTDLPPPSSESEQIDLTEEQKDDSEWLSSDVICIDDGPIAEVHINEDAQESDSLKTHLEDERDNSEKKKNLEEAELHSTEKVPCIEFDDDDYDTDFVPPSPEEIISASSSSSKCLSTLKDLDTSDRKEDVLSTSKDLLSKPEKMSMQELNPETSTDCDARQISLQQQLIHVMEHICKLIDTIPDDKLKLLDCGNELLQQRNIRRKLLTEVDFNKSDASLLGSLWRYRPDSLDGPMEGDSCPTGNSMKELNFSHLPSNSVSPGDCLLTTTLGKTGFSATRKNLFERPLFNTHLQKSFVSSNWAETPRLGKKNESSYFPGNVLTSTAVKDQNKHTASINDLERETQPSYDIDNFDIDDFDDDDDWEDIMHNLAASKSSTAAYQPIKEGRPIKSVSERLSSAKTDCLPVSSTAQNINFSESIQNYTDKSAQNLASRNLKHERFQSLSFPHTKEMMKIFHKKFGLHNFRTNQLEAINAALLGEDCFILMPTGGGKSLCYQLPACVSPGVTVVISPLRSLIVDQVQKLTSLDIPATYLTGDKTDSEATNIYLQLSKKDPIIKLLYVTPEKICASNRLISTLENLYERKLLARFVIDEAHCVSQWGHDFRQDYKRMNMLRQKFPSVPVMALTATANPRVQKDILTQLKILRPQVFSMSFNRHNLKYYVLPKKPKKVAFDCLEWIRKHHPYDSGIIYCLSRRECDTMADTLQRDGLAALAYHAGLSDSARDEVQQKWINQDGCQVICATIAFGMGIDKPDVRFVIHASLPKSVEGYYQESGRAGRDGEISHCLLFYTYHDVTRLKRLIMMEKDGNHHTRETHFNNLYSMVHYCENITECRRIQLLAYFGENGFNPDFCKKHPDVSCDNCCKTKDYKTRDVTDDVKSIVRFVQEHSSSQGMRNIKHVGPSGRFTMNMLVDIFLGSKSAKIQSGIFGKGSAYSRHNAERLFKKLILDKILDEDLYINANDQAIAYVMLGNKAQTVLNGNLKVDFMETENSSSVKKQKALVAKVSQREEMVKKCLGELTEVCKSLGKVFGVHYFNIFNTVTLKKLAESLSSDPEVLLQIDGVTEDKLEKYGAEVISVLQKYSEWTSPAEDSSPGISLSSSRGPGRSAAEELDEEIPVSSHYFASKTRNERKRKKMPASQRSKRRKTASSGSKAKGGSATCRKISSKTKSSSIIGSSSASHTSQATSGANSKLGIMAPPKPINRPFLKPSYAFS
POLK inh: qHTS for Inhibitors of Polymerase Kappa | purified Pol kappa, fluorescent DNA synthesis assay, 10 min | Potency, µM (highest dose often 107 µM), inactives show at the highest dose activity, negative = inhibition, actives largely listed as inhibitors | 0.53% of 400,000 active | AID 588579, 2011; also: potency is read from the fitted curve at half-maximal effect; % is scaled to controls: 0 for no effect and ±100 for the full control effect
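10 nM Pol kappa was preincubated with compounds for 15 min at room temperature. Reaction started with 50 nM (final) substrate. Fluorescence read kinetically at 0 and 10 min.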
Pol iota inh: qHTS for Inhibitors of Polymerase Iota; DNA polymerase iota (Homo sapiens), Q9UNA4; 1% of 390,000 active; Potency, µM (doses to about 115 µM), without a hit: at the highest dose activity, negative = inhibition, hits mostly inhibitors; Pol iota fluorescent replication assay, 10 min; also: potency is read from the fitted curve at half-maximal effect
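Fluorescent replication assay read twice, at 0 min and 10 min after adding 50 nM (final) substrate. Enzyme (10 nM) and compounds were first incubated 15 min at room temperature; enzyme-free buffer wells were negative controls.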
Starred values were filed as active, the others as inactive; ? = inconclusive; . = not tested or not shown; & = joins results of further samples; [ ] = remark or other dose. Unless noted, calls follow the shape of the dose curve; as a rule, active = well fitted curve in the direction sought with a large enough effect; inconclusive = small, poorly fitted or top-dose-only effect, or another doubt; inactive = no such curve, though single readings can be large; an effect the other way counts as inactive or inconclusive. An excerpt; the hit share may differ from the screen's.

Preview (three entries):
#	compound	APEX1 inh	Apoferritin bind	POLB inh	ERG-DNA inh	12-LOX inh
1	Oc1ccc(C=NN=C2c3ccccc3-c3ccccc32)c(O)c1	.	.	.	82%[activator]	?
2	CC(=O)NC12CC3CC(C1)CC(C(=O)OCC(=O)c1ccc4c(c1)OCCO4)(C3)C2	14%	?	11%	11%	88%[activator]
3	Cc1occc1C(=O)Nc1cccc(/C=C/C(=O)O)c1	.	.	.	-8%	1%

#	TRHR agonist	BLM inh	POLK inh	Pol iota inh
1	.	.	-6%	?
2	0.5	-2%	-7%	12%
3	.	.	?	?

All compounds of this part, from the start:
#	compound	APEX1 inh	Apoferritin bind	POLB inh	ERG-DNA inh	12-LOX inh
1	Oc1ccc(C=NN=C2c3ccccc3-c3ccccc32)c(O)c1	.	.	.	82%[activator]	?
2	CC(=O)NC12CC3CC(C1)CC(C(=O)OCC(=O)c1ccc4c(c1)OCCO4)(C3)C2	14%	?	11%	11%	88%[activator]
3	Cc1occc1C(=O)Nc1cccc(/C=C/C(=O)O)c1	.	.	.	-8%	1%
4	COc1ccccc1N1CCN(c2cc(=O)n(Cc3ccc(F)cc3)c(=O)[nH]2)CC1	1%	13%	8%	-12%	0%
5	O=C1[C@@H](Oc2ccccc2)[C@@H](c2ccccc2)N1c1cccnc1	.	.	.	9%	-17%
6	Cc1ccc(CNC(=O)C(CCC(N)=O)NC(=O)OCc2ccccc2)cc1 (stereo not given)	7%	-6%	24%	.	-7%
7	CCc1ccccc1NC(=O)CN1CCN(C(=O)CN2C(=O)NC3(CCCC3)C2=O)CC1	-3%	.	.	15%	423%[activator]
8	Cc1cccnc1NC(=O)Cn1nc(-c2ccccc2)oc1=S	1%	-13%	5%	-10%	12%
9	CCCCn1c(N)c(N(CCOC)C(=O)c2ccc(N3C(=O)c4ccccc4C3=O)cc2)c(=O)[nH]c1=O	.	.	.	10%	1%
10	CCOC(=O)C1C(CC)NC(=S)NC1(C)O (stereo not given)	2%	-1%	18%	-11%	5%
11	CN(C)CCC(=O)C(Cc1ccccc1)c1ccccc1 (stereo not given)	.	.	.	-8%	?
12	C/C(CC(=O)NCc1ccco1)=N\NC(=O)COc1ccc(C)cc1	3%	-13%	11%	-6%	25%

#	TRHR agonist	BLM inh	POLK inh	Pol iota inh
1	.	.	-6%	?
2	0.5	-2%	-7%	12%
3	.	.	?	?
4	-0.8	-2%	-15%	21%
5	.	.	-6%	16%
6	0.2	0%	-1%	-1%
7	0.0	.	1%	31%
8	-0.8	3%	-12%	134%[activator]
9	.	.	-6%	33%[activator]
10	-0.7	-6%	-3%	23%
11	.	.	-19%	?
12	0.5	4%	-3%	5%

Going on with the list.
#	compound	APEX1 inh	Apoferritin bind	POLB inh	ERG-DNA inh	12-LOX inh
13	CN(C)Cc1ccccc1-c1ccc2ncnc(N(C)C)c2c1	-6%	.	.	.	3%
14	O=C(Nc1ccccc1[N+](=O)[O-])C1C(c2ccccc2)=C1c1ccccc1	-2%	-12%	19%	-9%	-20%
15	COc1ccc(/C=C/c2nc(C#N)c(NCCN(C)C)o2)cc1OC	11%	13%	-3%	1%	0%
16	Cc1cccn2c(=O)c3cc(C(=O)N(Cc4ccccc4)C(C)C)sc3nc12	.	-12%	10%	3%	-7%
17	Cc1[nH]n(-c2ccccc2)c(=O)c1/C=N/N1C(=O)c2cccc3cccc(c23)C1=O	?	-17%	-13%	-6%	0%
18	CCCN(CC(=O)Nc1ccccc1C)C(=O)c1cc(C)oc1C	3%	.	.	14%	69%[activator]
19	O=C(NCCOC(=O)c1ccc(S(=O)(=O)N2CCOCC2)cc1)c1cccnc1	1%	-16%	-3%	-3%	0%
20	CCN(CC)c1ccc(NC(=O)Cn2c(C)c3cnn(-c4ccccc4)c(=O)c3c2C)c(C)c1	.	-1%	23%	-1%	-12%
21	COc1cc(OC)c2c(C)c(CC(=O)NCc3ccccc3OC)c(=O)oc2c1	.	5%	-11%	-1%	-17%&-2%
22	CCOc1ccc(C(CC(=O)O)NC(=O)COc2ccccc2OC)cc1OC (stereo not given)	-4%	-4%	-6%	3%	5%
23	CCCCN(C)S(=O)(=O)c1ccc(C(=O)N=c2sc3cc(NC(C)=O)ccc3n2C)cc1	0%	0%	12%	-11%	-13%
24	CCOc1ccc(NC(=O)C2CCCN(S(=O)(=O)c3ccc4[nH]c(=O)ccc4c3)C2)cc1 (stereo not given)	13%	-1%&-10%	29%&0%	-14%&2%	?

#	TRHR agonist	BLM inh	POLK inh	Pol iota inh
13	.	-13%	3%[60.1 µM]	.
14	-0.1	-9%	4%	-4%
15	0.3	5%	-11%	59%[activator]
16	-0.2	-5%	6%	-15%
17	-0.7	2%	-15%	117%[activator]
18	-0.3	.	-4%	20%
19	0.0	1%	0%	2%
20	-0.9	-3%	2%	-1%
21	-1.0	-2%	-5%	3%
22	0.2	0%	0%	71%[activator]
23	1.0	-1%	-5%	3%
24	0.5&2.0	-4%&-4%	5%&-1%	10%&19%

Numbers 13 to 15, quoted:
#	compound	APEX1 inh	Apoferritin bind	POLB inh	ERG-DNA inh	12-LOX inh
13	CN(C)Cc1ccccc1-c1ccc2ncnc(N(C)C)c2c1	-6%	.	.	.	3%
14	O=C(Nc1ccccc1[N+](=O)[O-])C1C(c2ccccc2)=C1c1ccccc1	-2%	-12%	19%	-9%	-20%
15	COc1ccc(/C=C/c2nc(C#N)c(NCCN(C)C)o2)cc1OC	11%	13%	-3%	1%	0%

#	TRHR agonist	BLM inh	POLK inh	Pol iota inh
13	.	-13%	3%[60.1 µM]	.
14	-0.1	-9%	4%	-4%
15	0.3	5%	-11%	59%[activator]

Back to the main list; the two compounds before the break are reprinted first.
#	compound	APEX1 inh	Apoferritin bind	POLB inh	ERG-DNA inh	12-LOX inh
23	CCCCN(C)S(=O)(=O)c1ccc(C(=O)N=c2sc3cc(NC(C)=O)ccc3n2C)cc1	0%	0%	12%	-11%	-13%
24	CCOc1ccc(NC(=O)C2CCCN(S(=O)(=O)c3ccc4[nH]c(=O)ccc4c3)C2)cc1 (stereo not given)	13%	-1%&-10%	29%&0%	-14%&2%	?
25	NC(CC(=O)NC(c1ccccc1)(c1ccccc1)c1ccccc1)C(=O)O (stereo not given)	4%	-1%	3%	9%	-25%
26	Cc1cc(F)ccc1NC(=O)C1CCN(C(=O)c2cnn(-c3ccccc3)c2-n2cccc2)CC1	.	-21%	1%	-3%	0%
27	Cc1cc(-c2nn(-c3ccccc3)cc2/C=C2\SC(N)=NC2=O)ccc1OC(C)C	6%	3%	3%	-14%	-18%
28	CCOC(=O)Cc1csc(NC(=O)CCS(=O)(=O)Cc2ccccc2)n1	-2%	-8%	0%	5%	25%
29	CCOC(=O)C1CCCN(c2nc3ccccc3nc2NS(=O)(=O)c2ccc(C)cc2)C1 (stereo not given)	0%	.	.	-2%	-8%
30	CNC(=O)c1sc(-c2cccnc2)nc1C	-1%	-6%	-1%	2%	-16%
31	N#Cc1c2c(c(NCCN3CCOCC3)n3c1nc1ccccc13)CCCC2	0%	6%	?	1%	0%
32	Cc1ccc(S(=O)(=O)/N=C2\C=C(Nc3cccc(C(=O)O)c3)C(=O)c3ccccc32)c(C)c1	53%[activator]	-11%	?	-3%	?
33	CC12CCC(=O)N1C(C(=O)Nc1nnc(SCc3ccc(F)cc3)s1)CS2 (stereo not given)	7%	22µM*	-4%	-3%	-12%
34	COc1ccccc1NC(=S)N(CCc1c(C)[nH]c2ccccc12)Cc1cccs1	-9%	8%	-9%	7%	2%[57.4 µM]
35	COc1ccc(-c2cc(C#N)nc(Cl)n2)cc1	-1%	-17%	-5%	-6%	4.5µM*
36	Nc1cc(C(=O)OCC(=O)NCCCc2ccccc2)ccc1Cl	-7%	-15%	35%	?	?

#	TRHR agonist	BLM inh	POLK inh	Pol iota inh
23	1.0	-1%	-5%	3%
24	0.5&2.0	-4%&-4%	5%&-1%	10%&19%
25	0.7	0%	-6%	27%
26	-1.0	-3%	-3%	40%[activator]
27	-1.5	-1%	-23%	0%
28	-0.2	-3%	-6%	34%
29	-0.2	.	-22%	14%
30	0.0	-1%	-12%	26%
31	-1.3	0%	-4%	12%
32	-1.8	25µM*	-17%	5µM*
33	-0.1	-7%	-21%	-1%
34	0.5	-6%	-16%	-14%
35	0.7	1%	-3%	146%[activator]
36	-0.5	-4%	-1%	24%

The listing continues:
#	compound	APEX1 inh	Apoferritin bind	POLB inh	ERG-DNA inh	12-LOX inh
37	COc1ccc(OCCCC(=O)Nc2cccc([N+](=O)[O-])c2C)cc1	1%	1%	-10%[57.1 µM]	0%	-19%
38	CCOC(=O)c1cnc(-c2ccccc2)nc1-c1ccccc1	-2%	-15%	4%	2%	9%
39	COc1cccc(NC(=O)CCN2CCN(c3ccccc3)CC2)c1	.	-16%	5%	-3%	9%
40	Brc1ccc2nc(SCCOc3ccccc3)[nH]c2c1	.	?	-27%	-1%	-10%

#	TRHR agonist	BLM inh	POLK inh	Pol iota inh
37	-0.2	3%	1%	0%
38	-1.5	-4%	-8%	17%
39	-2.1	-4%	2%	?
40	0.0	-13%	-8%	-4%

Single values from the entries so far:
BLM inh with no. 40 stands at -13%
POLK inh with no. 37 stands at 1%
